Source: PubChem (National Center for Advancing Translational Sciences (NCATS))
MmCpn inh – inhibitors of Methanococcus maripaludis chaperonin (MmCpn); purified Mm-Cpn ATPase, ADP Transcreener TR-FRET; Potency, µM (titrated, usually from 76.9 µM), inactives show top-dose activity, negative = inhibition, hits mostly inhibitors; 330,000 compounds, 0.031% hits; AID 504842; also: potency is read from the fitted curve at half-maximal effect; % is scaled to controls: 0 for no effect and ±100 for the full control effect; nearly all actives have a fitted effect of over 80% in size
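Reaction buffer contained 30 mM Tris pH 7.4, 100 mM KCl, 5 mM MgCl2 and 1 mM DTT. Mm-CPN (25 nM final) hydrolysed 10 uM ATP over 30 min at 37°C; ADP was read by HTRF.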
CCT chaperon mod – cytosolic chaperonin activity modulation. 360,000 compounds, 0.3% hits. purified chaperonin ATPase assay, HTRF ADP detection, 30 min. activity change, % (concentration not given with the values), hits read low; in the data active = activity change below about -30%; also: % is scaled to controls: 0 for no effect and ±100 for the full control effect
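We incubate TRiC, 40 or 20 nM final, with library compounds at 76 uM and 10 uM ATP for 30 min at 37 °C. ADP formed is detected with Transcreener HTRF reagents after 30 min at room temperature.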
HepG2 tox – kills HepG2 cells in TGF-b inhibitor counter-screen; AID 588856; HepG2 CAGA-GFP viability, ATP luminescence, 18 h; Potency, µM (doses to about 46.1 µM), for the others: top-dose activity change, negative = cytotoxicity, actives largely listed as cytotoxic; 410,000 compounds, 0.76% hits; also: potency is read from the fitted curve at half-maximal effect; some results filed as inactive show a strong effect at the top dose
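CellTiter-Glo luminescence gave cytotoxicity after 18 hours at 37 degrees C. The cells were HepG2 CAGA-GFP in 1% FBS DMEM, stimulated with 500 pg/mL TGF-beta after compound addition. %Activity was normalised to no-cell wells (complete cell-killing) and DMSO (no toxicity), and curves were fitted and classified.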
Akt phos inh – inhibitors of Akt phosphorylation; Neuro2A IGF-stimulated pAkt S473 HTRF, 20 min; active compounds read low; activity change, % for hits at 50 µM; 360,000 compounds, 0.32% hits; in the data active = activity change below about -80%; inconclusive = mostly about -51% to -80%; also: % is scaled to controls: 0 for no effect and ±100 for the full control effect
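Single-point screen (50 µM final compound) in Neuro2A cells stimulated 20 min with 6 nM IGF at 37 deg C. After lysis, Ser473-phosphorylated Akt read by HTRF (ex 330 nm, em 615/665 nm) as the 665/615 ratio.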
Nrf2 inh – inhibitors of Nrf2 signaling; A549 ARE-Fluc reporter, luciferase luminescence, 18-24 h; Potency, µM (series often up to 46 µM), inactives show at the highest dose activity change, negative = inhibition, usual class: inhibitors; 360,000 compounds, 2.1% hits; AID 504444; also: potency is read from the fitted curve at half-maximal effect; % is scaled to controls: 0 for no effect and ±100 for the full control effect; nearly all actives have a fitted effect of over 60% in size
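Cells were seeded and rested 2 h, then exposed to compounds for 18-24 h. CellTiter-Fluor was read first as a viability measure. BugLite was added 15 min before the final luminescent read of ARE-luciferase activity in A549 cells.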
TGFb SMAD3 inh – TGF-b pathway inhibition; HepG2 CAGA-GFP TGF-b/SMAD3 reporter, GFP fluorescence, 18 h; TGF-beta stimulated, 500 pg/mL final; Potency, µM (titrated, usually from 46.1 µM), for the others: at the highest dose activity, negative = inhibition, actives largely listed as inhibitors; 410,000 compounds, 1.2% hits; AID 588855; also: potency is read from the fitted curve at half-maximal effect; % is scaled to controls: 0 for no effect and ±100 for the full control effect; nearly all actives have a fitted effect of over 65% in size
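Per well, imaged GFP fluorescence of HEPG2 CAGA-GFP cells gives the signal; cells get compound, then TGF-beta (500 pg/mL final), 18 h at 37 degrees C; %Activity versus -TGF-beta and +DMSO controls.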
A549 viability – kills or reduces viability of A549 cells in Nrf2 counter-screen. 390,000 compounds, 0.16% hits. A549 ARE-Fluc cells, CellTiter-Fluor viability, 18-24 h. Potency, µM (titrated, usually from 46 µM), without a hit: top-dose activity change, negative = cytotoxicity, actives largely listed as inhibitors; also: potency is read from the fitted curve at half-maximal effect; % is scaled to controls: 0 for no effect and ±100 for the full control effect
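Cytotoxicity counterscreen: CellTiter-Fluor fluorescence was measured in A549 ARE_Fluc cells after 18-24 h of compound exposure in a concentration series. The subsequent BugLite luminescent read reports ARE-luciferase activity.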
Nrf2 ARE act – activates Nrf2 signaling. AREc32 ARE-luciferase reporter (MCF7-derived line), luminescence, 24 h. Potency, µM (highest dose often 46.1 µM), without a hit: top-dose activation, actives largely listed as activators. 410,000 compounds, 0.31% hits. AID 624171; also: potency is read from the fitted curve at half-maximal effect; % of control where 0% means no effect; nearly all actives have a fitted effect of over 65% in size
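AREc32_Fluc, 1000 cells/well, OPTI-MEM + 5% FBS, o/n 37 deg C 5% CO2; 23 nL cpd by pin tool, 24 hr; Steady-Glo 30 min RT, luminescence.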
S2 tox – viability counter-screen for ATXN expression inhibitors; S2 cells (HEK-293 line with an ATXN2-luciferase reporter) viability, CellTiter-Fluor protease fluorescence, 24 h; Potency, µM (highest dose often 56.7 µM), actives largely listed as cytotoxic; 400,000 compounds, 0.49% hits; AID 651635; also: potency is read from the fitted curve at half-maximal effect; nearly all actives have a fitted effect of over 40% in size
Active calls of the source: *; i = inactive; ? = inconclusive; nt = no result given; [ ] = another dose, or the depositor's remark. Unless noted, calls follow the shape of the dose curve; as a rule, active = well fitted curve in the direction sought with a large enough effect; inconclusive = small, poorly fitted or top-dose-only effect, or another doubt; inactive = no such curve, though single readings can be large; an effect the other way counts as inactive or inconclusive.

SMILES	MmCpn inh	CCT chaperon mod	HepG2 tox	Akt phos inh	Nrf2 inh	TGFb SMAD3 inh	A549 viability	Nrf2 ARE act	S2 tox
CC(C)COc1ccc(C(=O)Nc2ccc(NC(=O)c3ccco3)cc2)cc1	-0.2%	-0.2	13.9%	i	20.0%	-3.3%	-14.1%	-0.2%	i
Cc1cc(C)cc(NC(=O)Cn2ncn3c(cc4ccccc43)c2=O)c1	-0.3%	-0.2	-15.0%	i	?	-24.3%	-11.0%	8.3%	i
CCn1cc(C(=O)NCCN(CC(C)C)CC(C)C)c(=O)c2cc(S(=O)(=O)N(C)C3CCCCC3)ccc21	nt	nt	6.4%	nt	0.3%	-0.4%	-0.4%	0.4%	i
CC(=O)N1N=C(c2ccccc2)CC1c1ccc2c(c1)OCO2 (stereo not drawn)	0.4%	-1.9	-1.6%	i	-0.6%	2.8%	-7.1%	4.2%	i
Cc1ccn2c(NC(=O)c3cccs3)c(-c3ccccc3)nc2c1	2.2%	0.5	0.2%	i	5.7%	-5.2%	-5.1%	0.4%	?
C/C(=C\c1ccc(Br)cc1)C(=O)c1c(C)cc(C)[nH]c1=O	0.6%	0.0	-49.4%	i	?	-14.1%	0.1%	21.7%	i
Cc1ccccc1OCC(=O)Nc1ccccc1-c1ccccc1	1.9%	-1.6	1.1%	i	1.5%	-10.6%	15.0%	3.4%	i
Nc1cc(=O)nc(SCC(=O)Nc2cccc3ccccc23)n1CCc1ccccc1	-0.1%	-0.1	-17.8%	i	-26.6%	4.5%	-5.5%	2.3%	i
COc1ccc(Nc2cc(C)nc3ncnn23)c(OC)c1	-0.6%	-0.1	1.1%	i	-11.1%	4.3%	1.5%	13.4%	i
CCOC(=O)CNC(=O)Cn1cnc2sc(C)c(S(=O)(=O)N3CCC(C)CC3)c2c1=O	2.0%	0.5	-0.5%	i	-5.4%	12.3%	0.9%	0.3%	i
COc1ccc(S(=O)(=O)n2oc(=O)cc2-c2ccccc2)cc1	0.1%	-2.1	-1.9%	i	25.3%	3.4%	1.0%	-0.7%	i
Cn1c(/C(C#N)=N/O)nc2ccccc21	-0.9%	0.2	10.4%	i	1.9%	?	-6.8%	1.5%	i
O=C(CSc1nnnn1Cc1ccccc1)N1CCN(c2ccccc2)CC1	-1.2%	-37.4*	2.1%	i	4.5%	32.7%[activator]	-0.2%	0.3%	i
C=CCc1cc(C=O)cc(OCC)c1OCc1ccc(Cl)cc1	-1.2%	-1.7	2.7%	i	8.0%	?	1.0%	0.4%	i
O=C1OC2(CCCCC2)OC(=O)C1=CNc1nc2ccccc2s1	1.6%	1.2	3.1%	i	2.7%	?	nt	-0.7%	?
CC(=O)c1ccc(OCc2cc(C(=O)N3CCCCCCC3)no2)cc1	2.1%	-2.2	-70.8%	i	-19.0%	-3.3%	-0.2%	4.8%	i
CC(=O)Nc1ccc(NS(=O)(=O)c2cc(C)sc2C)cc1	-1.0%	-4.2	-19.9%	i	8.0%	-1.1%	nt	-0.2%	i
CCCCc1c(O)c2ccccc2[nH]c1=O	-13.3%	2.1	-3.4%	i	?	2.5%	-3.2%	-0.2%	i
Cc1ccc(O)c(-c2cc3ccccc3[nH]2)c1	0.0%	-6.1	-63.9%	i	?	15.8µM*	-4.0%	7.8%	i
Cc1cccc(-c2nc3ccccc3c3nncn23)c1	-0.9%	-2.9	-27.0%	i	14.8%	1.8%	-0.4%	11.5%	i
CCOC(=O)N1CCN(C(=O)COC(=O)c2cc(Cl)cc(Cl)c2)CC1	-0.9%	0.3	7.9%	i	0.3%	3.7%	2.4%	0.3%	i
O=C(Nc1cscc1S(=O)(=O)c1ccccc1)c1ccccc1Cl	-1.7%	-1.2	1.1%	i	6.5%	-3.1%	-0.9%	2.9%	i
COc1ccc2[nH]c(O)c(N=NC(=O)c3ccc(NS(=O)(=O)c4cccs4)cc3)c2c1	-2.4%	0.2	13.0%	i	7.7%	3.4%	-3.3%	-0.9%	?
COc1ccc(N(CC(O)CN2CCOCC2)S(=O)(=O)c2ccccc2)cc1 (stereo not drawn)	-1.4%	0.0	-10.4%	i	4.5%	-8.9%	12.1%	-0.1%	i
Cc1cc(C)c(S(=O)(=O)Nc2ccccc2C(=O)N2CCCC2)c(C)c1	0.8%	-1.9	-1.6%	i	-11.1%	36.2%[activator]	3.2%	2.7%	i
CCOC(=O)C1=C(O)/C(=C\c2sccc2C)N=C1C	-1.1%	1.1	-5.8%	i	12.5%	?	7.7%	3.6%	i
NC(=O)c1csc(C2OC(CO)C(O)C2O)n1 (stereo not drawn)	nt	-0.3	nt	i	nt	nt	nt	-0.6%	i
O=c1[nH]c2cc(C(F)(F)F)ccc2n1-c1cc(C(F)(F)F)ccc1O	-1.4%	1.6	-54.4%	i	-23.2%	?	0.2%	0.5%	i
CC(=O)Nc1ccc(N2C(C(C)=O)=NN(c3ccc(Cl)cc3)C2c2sccc2C)cc1 (stereo not drawn)	-0.6%	-0.1	-29.9%	i	-34.7%	?	-13.7%	9.5%	i
Cc1ccc(S(=O)(=O)c2c[nH]c3ccc(Cl)cc3c2=O)cc1	2.6%	0.9	5.8%	i	-11.6%	2.1%	1.4%	0.0%	i
CCOc1cc(/C=N\NC(=O)c2c(C)nc3ccccn23)ccc1O	-2.0%	-0.9	6.9%	i	-0.4%	-21.5%	-1.1%	0.3%	?
CCCc1cc(=O)[nH]c(SCc2cccc(C)c2)n1	0.8%	2.1	-22.9%	i	-4.6%	-29.7%	-15.3%	0.4%	i
CC1=C(C#N)C(=O)NC(=O)/C1=C\c1ccc(-c2cc(C)c(C)cc2[N+](=O)[O-])o1	-2.7%	-3.8	9.8%	i	8.0%	-7.3%	-5.5%	0.0%	i
COc1ccc(COCCN2CCN(S(=O)(=O)c3ccccc3)CCC2=O)cc1	0.4%	-2.5	1.0%	i	-14.9%	-25.5%	2.3%	0.2%	i
COc1ccc(-c2[nH]ncc2-c2ccc3c(c2)OCCO3)c(O)c1	nt	-1.8	-36.7%	i	nt	?	-8.8%	-0.4%	?
COc1cc(CNc2ccc(N3CCCCC3)cc2)ccc1OCC(=O)NC(C)(C)C	1.0%	2.2	-31.5%	i	?	?	-13.4%	7.8%	i
COc1ccccc1CC(=O)NC1CCCCCC1	2.4%	-0.8	5.3%	i	0.4%	-0.9%	0.8%	-0.9%	i
COC(=O)c1c(C)c(OC(=O)c2c(C)cc(O)c(C=O)c2O)cc(C)c1O	nt	0.0	1.3%	i	3.4%	-19.4%	-0.4%	0.4%	i
CCCOc1ccc2oc(=O)c3c(c2c1)CCCN3C(=O)CN(C)Cc1ccccc1	0.4%	0.4	-31.2%	i	nt	12.6%	-19.1%	3.5%	i
Cc1ccc(NC(=O)C2CCN(S(=O)(=O)c3cccs3)CC2)c(O)c1	-3.3%	-7.6	-5.1%	i	-1.2%	?	0.6%	-0.2%	?
Cc1nnc(SCC(=O)NC(C)c2ccccc2)[nH]c1=O (stereo not drawn)	0.2%	0.9	-1.5%	i	nt	1.9%	2.8%	0.1%	i
C[C@@H]1CN([C@@H](C)CO)S(=O)(=O)c2ccc(C#Cc3cccc(F)c3)cc2O[C@@H]1CN(C)CC1CC1	nt	-2.6	-37.3%	i	nt	?	nt	-0.7%	?
CN1CCN(NC(=O)c2ccc(COc3ccccc3Br)o2)CC1	-0.6%	-2.0	-16.6%	i	?	5.2%	-6.4%	0.1%	i
Cc1cc(-c2ccc(S(=O)(=O)Nc3ccc(Br)c(C)c3)s2)on1	nt	nt	-50.5%	nt	-22.2%	12.6µM*	-13.8%	-1.5%	nt

Ordered by count of non-hydrogen atoms (low to high): 9 of the compounds above.
SMILES	MmCpn inh	CCT chaperon mod	HepG2 tox	Akt phos inh	Nrf2 inh	TGFb SMAD3 inh	A549 viability	Nrf2 ARE act	S2 tox
COc1ccccc1CC(=O)NC1CCCCCC1	2.4%	-0.8	5.3%	i	0.4%	-0.9%	0.8%	-0.9%	i
Cc1nnc(SCC(=O)NC(C)c2ccccc2)[nH]c1=O (stereo not drawn)	0.2%	0.9	-1.5%	i	nt	1.9%	2.8%	0.1%	i
Cc1cc(-c2ccc(S(=O)(=O)Nc3ccc(Br)c(C)c3)s2)on1	nt	nt	-50.5%	nt	-22.2%	12.6µM*	-13.8%	-1.5%	nt
CCOc1cc(/C=N\NC(=O)c2c(C)nc3ccccn23)ccc1O	-2.0%	-0.9	6.9%	i	-0.4%	-21.5%	-1.1%	0.3%	?
COC(=O)c1c(C)c(OC(=O)c2c(C)cc(O)c(C=O)c2O)cc(C)c1O	nt	0.0	1.3%	i	3.4%	-19.4%	-0.4%	0.4%	i
CC1=C(C#N)C(=O)NC(=O)/C1=C\c1ccc(-c2cc(C)c(C)cc2[N+](=O)[O-])o1	-2.7%	-3.8	9.8%	i	8.0%	-7.3%	-5.5%	0.0%	i
COc1ccc(COCCN2CCN(S(=O)(=O)c3ccccc3)CCC2=O)cc1	0.4%	-2.5	1.0%	i	-14.9%	-25.5%	2.3%	0.2%	i
CCCOc1ccc2oc(=O)c3c(c2c1)CCCN3C(=O)CN(C)Cc1ccccc1	0.4%	0.4	-31.2%	i	nt	12.6%	-19.1%	3.5%	i
C[C@@H]1CN([C@@H](C)CO)S(=O)(=O)c2ccc(C#Cc3cccc(F)c3)cc2O[C@@H]1CN(C)CC1CC1	nt	-2.6	-37.3%	i	nt	?	nt	-0.7%	?
